TCR CD3 inh – human TCR-CD3 binding inhibition; inhibition, % at 9.4 µM; TAMRA-labeled TCR probe fluorescence, biochemical; AID 651800; actives 0.37% (n = 360,000); in the data active = inhibition above about 19%;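 note: recombinant mutant TCR 2C K166C tagged with TAMRA read by polarization; 0% = receptor in buffer alone and 100% = receptor with positive control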
PG9 Ab binder – binds the HIV-1 gp120 antibody PG9; TR-FRET gp120-PG9 antibody binding; inhibition, % at 6.7 µM; actives 0.43% (n = 360,000); AID 624416; in the data active = inhibition above about 8.5%
NR1D1 modulator – modulators of human Rev-erb alpha DNA binding. actives 0.79% (n = 370,000). P20393. activity, % at 10 µM. AID 1259318. Rev-erbα–FITC-DNA binding, fluorescence polarization, 90 min;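 active = activity above about 14%, limit read from the data; passing the limit was not always enough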;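 note: 0% = DMSO wells with 35 nM protein and 100% = DMSO wells with 750 nM protein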
TDP2 absorb – TDP2 (human) inhibition, absorbance primary screen; recombinant TDP2, T5PNP hydrolysis, p-nitrophenol absorbance 415 nm; inhibition, % at 12.8 µM; O95551; actives 0.34% (n = 370,000);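 active = inhibition above the mean of all tested compounds plus 3 SD, set per campaign, cut at about 25% in these data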;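 note: 0% = DMSO with enzyme and 100% = buffer with substrate but no TDP2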
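Incubation: 2 h at 37 °C; Test system: recombinant human TDP2; Quantity: enzyme 120 nM; Read-out basis: percent inhibition; Medium: 50 mM Tris-HCl pH 7.5 with Mg2+, KCl, DTT, BSA; Repeats: single replicate; Compound: 12.8 µM single point, 1% DMSO; Signal: epi absorbance; Reagent: 5 mM T5PNP chromogenic substrate; Benchmarks: no-enzyme high, DMSO-plus-enzyme low.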
LEDGF integ inh – blocks HIV-1 LEDGF/p75-dependent DNA integration; TR-FRET IN-LEDGF/p75 DNA integration, Eu/Cy5; inhibition, % at 3.7 µM; actives 0.64% (n = 370,000); AID 743269;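 active = inhibition above the screen-wide mean plus 3 SD, cut at about 13% in these data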;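 note: signal is the Cy5 over europium emission ratio at 671 and 618 nm; 0% = plate median of compound wells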
mABHD4 FP – ABHD4 (mouse) inhibition, primary FP screen | Q8VD66 | purified mABHD4, FP-Rh probe fluorescence polarization | inhibition, % at 8.92 µM | actives 0.54% (n = 370,000);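 active = inhibition exceeding the mean over every tested compound plus 3 SD, cut at about 30% in these data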;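 note: 0% = plate median of compound wells and 100% = S159A mutant with DMSO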
Target sequence (Q8VD66 whole entry, looked up): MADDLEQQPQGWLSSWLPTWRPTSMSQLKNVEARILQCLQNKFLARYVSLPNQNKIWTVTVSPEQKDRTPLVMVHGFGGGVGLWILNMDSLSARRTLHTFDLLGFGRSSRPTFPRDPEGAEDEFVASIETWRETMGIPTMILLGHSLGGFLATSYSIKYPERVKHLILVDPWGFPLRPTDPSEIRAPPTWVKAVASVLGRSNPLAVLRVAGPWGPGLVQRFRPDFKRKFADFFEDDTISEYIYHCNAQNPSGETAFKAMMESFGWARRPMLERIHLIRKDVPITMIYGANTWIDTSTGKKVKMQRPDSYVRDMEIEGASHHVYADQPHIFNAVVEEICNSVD
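Assay system: wild-type mouse ABHD4 protein; compound: single nominal dose of 8.92 µM, 0.89% DMSO final; schedule: 45 min + 60 min at 25 °C; measured by: FP readout, ex 525 nm / em 598 nm; evaluation: % inhibition of FP-Rh probe binding versus controls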
SIAE inh – blocks human sialic acid acetylesterase; SIAE FP-Rh probe binding, fluorescence polarization; inhibition, % at 9.66 µM; actives 0.69% (n = 370,000);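 active = inhibition above a cutoff: mean of compounds within the control limits plus 3 SD of those, cut at about 17% in these data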;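 note: 0% = plate median of compound wells and 100% = probe without SIAE protein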
rCAG binder – binds r(CAG) RNA repeats. r(CAG) RNA repeat, TO-PRO-1 dye displacement fluorescence. inhibition, % at 3 µM. actives 1.3% (n = 370,000);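 active = inhibition above the plate cutoff, the mean of all test compounds on that plate plus 3 SD, cut at about 35% in these data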;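 note: 0% = DMSO alone and 100% = 100 µM mitoxantrone as full dye displacement; higher means more dye released from RNA so lower well fluorescence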
PRMT1 inh – inhibitors of human PRMT1; actives 1.3% (n = 370,000); Q99873; inhibition, % at 2.79 µM; AID 652257; recombinant PRMT1, activity-based probe fluorescence polarization;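 active = inhibition above about 21% made by adding two undisclosed values, limit read from the data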
Target sequence (Q99873 whole entry, looked up): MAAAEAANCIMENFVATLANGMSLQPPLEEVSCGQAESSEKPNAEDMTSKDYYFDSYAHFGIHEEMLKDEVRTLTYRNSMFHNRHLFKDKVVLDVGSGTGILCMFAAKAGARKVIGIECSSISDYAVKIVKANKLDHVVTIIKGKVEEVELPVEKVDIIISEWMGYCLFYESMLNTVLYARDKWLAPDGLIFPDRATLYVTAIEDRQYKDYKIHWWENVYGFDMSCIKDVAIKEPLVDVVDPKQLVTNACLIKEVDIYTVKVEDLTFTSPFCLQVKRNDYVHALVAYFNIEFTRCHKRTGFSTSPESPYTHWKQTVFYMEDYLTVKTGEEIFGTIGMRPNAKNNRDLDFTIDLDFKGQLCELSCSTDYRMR
HTRA1 inh – inhibitors of human serine peptidase HTRA1. actives 0.5% (n = 340,000). Q92743. AID 504803. recombinant HTRA1, FP-rhodamine activity-based probe, fluorescence polarization. inhibition, % at 5.96 µM; in the data active = inhibition above about 36%;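 note: 0% = enzyme with DMSO and 100% = wells lacking enzyme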
Starred values were filed as active, the others as inactive; . = not tested or not shown.

SMILES	TCR CD3 inh	PG9 Ab binder	NR1D1 modulator	TDP2 absorb	LEDGF integ inh	mABHD4 FP	SIAE inh	rCAG binder	PRMT1 inh	HTRA1 inh
CC1Cn2c(nc3sc4c(c3c2=O)CC(C)(C)OC4)N1CCO (configuration not stated)	-3	-1.7	5	-9	4	-2	0	2	2	0
N#C/C(=C\c1ccc(-c2ccc([N+](=O)[O-])cc2Br)o1)C(=O)N1CCN(c2ccccc2)CC1	6	0.0	0	1	-1	22	2	8	2	1
Cc1cc(C(=O)O[C@@H]2CCC[C@@]3(C(=O)N(Cc4ccccc4)c4ccccc43)[C@H]2NC(=O)CCc2ccccc2)no1	.	.	4	-5	2	-6	3	9	-4	.
CC(Sc1ccsc1[N+](=O)[O-])C(=O)N1CCN(c2ccccn2)CC1 (configuration not stated)	8	-2.3	2	2	3	0	2	14	5	12
CSCCC(NC(=O)c1ccco1)C(=O)N1CC(C)OC(C)C1 (configuration not stated)	0	-0.8	1	5	6	-2	9	0	6	10
CCCSc1nnc(-c2ccccc2NC(=O)CC)c(=O)[nH]1	7	0.2	-2	5	1	9	2	3	-2	4
CCC(=O)N=c1sc2ccccc2n1-c1ccccc1	1	-2.0	0	-7	-1	5	0	-4	0	-25
COC(=O)c1cc2c(N)c(C(=O)c3ccc(Cl)cc3)sc2nc1C(OC)OC	-4	0.8	-1	15	-4	2	-11	-2	0	-7
O=C(N/N=C/c1ccccc1C(=O)O)C(=O)N1CCCCC1	-2	-0.1	-4	3	0	-5	8	-1	3	-2
COC(=O)c1cc(S(=O)(=O)N2CCOCC2)ccc1Sc1ccccc1N	3	-1.0	1	-16	5	-6	5	2	5	8
O=C(CCCC(=O)N(CC(=O)NC1CCCCC1)Cc1ccc2c(c1)OCO2)Nc1ccccn1	9	1.7	-2	-6	3	2	-4	0	1	-7
Cn1c(CNc2ccccc2F)nc2ccccc21	.	.	-2	3	2	-1	2	.	-3	.
COC(=O)c1ccccc1NC(=S)NC(=O)c1ccc2c(c1)OCO2	45*	-0.7	8	8	-1	3	3	-2	5	3
COc1ccc(NC(=O)c2ccccc2N2C(=O)C3C4C=CC(C5CC45)C3C2=O)c(OC)c1 (configuration not stated)	-7	-0.7	0	5	2	-6	1	0	3	4
O=C(CSc1nnc(CNc2ccccc2)o1)N1CCN(C(=O)c2ccco2)CC1	4	0.1	-2	5	1	-2	4	2	1	-5
CCOC(=O)C1C(c2cccs2)NC(=O)NC1(O)C(F)(F)F (configuration not stated)	13	-2.2	-3	0	-2	-5	14	-2	2	-1
COc1cccc(CC(=O)NCCCSc2ccccc2)c1	5	0.8	-1	6	1	5	3	-4	2	2
COc1cc2oc3ccccc3c2cc1N(CC(=O)N(C)C)S(=O)(=O)c1ccccc1	5	0.4	-7	0	0	2	1	-2	-1	-21
CCc1nc(N)c(C#N)c(-c2ccc(F)cc2)c1C	-1	1.4	-4	2	1	9	3	1	-3	-2
COc1ccc(/C=C/C(=O)c2ccc(NC3=NCCCS3)cc2)cc1OC	4	-1.7	-5	0	3	-7	3	8	0	-9
COc1ccc(Oc2nc(C)cc(C)c2S(C)(=O)=O)cc1	-4	1.1	-2	4	2	4	-5	1	-1	7
COc1ccc(/C=C(/NC(=O)c2ccco2)C(=O)N2CCCCC2)cc1	-4	-1.7	-3	11	0	4	-2	-11	1	2
NC(=NC1CCCCC1)c1ccc([N+](=O)[O-])cc1	10	0.6	0	2	2	-2	-1	3	1	-3
Cc1ccc(S(=O)(=O)NC(Cc2ccccc2)C(=O)NN)cc1 (configuration not stated)	6	0.0	-1	-14	-3	-8	-14	4	2	-13
COc1ccc(NS(=O)(=O)c2cccc(C(=O)NNC(=O)c3cc(S(N)(=O)=O)ccc3OC)c2)cc1	9	-2.9	-3	-23	0	-4	-8	31	-4	-1
O=C(NNC(=S)NCc1ccc(Cl)cc1)c1ccc2c(c1)OCO2	6	0.0	3	1	-5	0	2	9	2	2
COCCCn1c(SCC(=O)N2CCOCC2)nnc1-c1ccco1	-1	-0.8	-6	6	4	0	-10	1	1	0
CS(=O)(=O)N1CCN(c2nc(-c3ccccc3)cs2)CC1	2	1.0	2	2	0	1	4	0	-3	-2
C=CCN1c2ccccc2[C@]23C[C@@H](C(=O)OC)N(C(=O)c4ccco4)C2=NC(C(=O)OC)=C(C(=O)OC)[C@H]13	-2	-0.5	4	5	-5	5	4	-2	4	-2
CCc1ccc2oc(C(=O)N3CCN(C)CC3)cc(=O)c2c1	6	-0.7	-5	6	-1	-2	9	-4	-5	6

Next part.
SMILES	TCR CD3 inh	PG9 Ab binder	NR1D1 modulator	TDP2 absorb	LEDGF integ inh	mABHD4 FP	SIAE inh	rCAG binder	PRMT1 inh	HTRA1 inh
CC(C)P(=O)(c1cccc(C(=O)O)c1)C(C)C	5	0.6	4	2	-5	-1	0	-2	0	6
CSc1ncc(C(=O)Nc2ccc(C(C)=O)cc2)c(-c2ccccc2)n1	-4	1.8	7	10	-4	1	-3	1	-5	-5
CC(CCN1CCC(CN2C(=S)NCC2Cc2ccccc2)CC1)c1ccccc1 (configuration not stated)	-8	-1.9	4	2	3	-1	2	-2	2	-4
Cc1ccccc1NC(=O)N1CCCC1C(=O)NCc1cccs1 (configuration not stated)	-2	-0.1	-3	-2	-2	1	7	0	0	2
O=C(Nc1ccc(Cl)c(S(=O)(=O)N2CCCCC2)c1)c1cccnc1	-1	-1.5	-3	8	-5	-6	-5	2	4	-17
O=C(NCC1CCCO1)c1ccc(Oc2ccc([N+](=O)[O-])cc2Cl)cc1 (configuration not stated)	-1	-0.3	-2	9	-1	4	1	-4	3	-4
CCCCOCCCNC(=O)Cc1ccccc1OC	-1	-1.8	1	-8	0	0	-4	-9	-3	0
Nc1nc(N)c2c(ccc3nccc32)[nH]1	10	2.8	-1	16	1	3	5	8	-5	-1
COc1ccc(NC(=O)N(C)C[C@@H]2OCc3cnnn3CCCC(=O)N([C@@H](C)CO)C[C@@H]2C)cc1	-2	-0.5	7	-3	0	1	11	4	3	.
CC(=O)c1ccc[n+](CC(=O)NC(C)c2ccccc2)c1 (configuration not stated)	1	1.3	4	7	1	2	1	5	3	9
CC(=O)Nc1ccc(C(=O)N/C(=C/c2ccccc2)C(=O)NCc2ccco2)cc1	-7	-1.8	1	-11	-7	-7	2	0	1	1
CCc1noc(C)c1C(=O)NCCc1ccc(S(N)(=O)=O)cc1	1	1.6	-3	10	4	-1	0	-1	1	4
CC1CN(C(=O)COC(=O)c2cc(S(N)(=O)=O)c(Cl)cc2Cl)CC(C)O1 (configuration not stated)	-1	0.6	7	2	-4	-5	1	-2	2	2
O=C1c2ccccc2C(=O)N1Cc1cc(-c2ccccc2)no1	5	0.7	0	5	1	-2	-4	-3	2	-12
COc1cc(/C=N/NC(=O)c2cccc(C(=O)N/N=C/c3ccc(O)c(OC)c3)n2)ccc1O	0	-5.1	-18	5	-2	-28	12	7	4	-27
Cc1ccc(C(=O)CN(CCC(=O)O)C(=O)c2ccncc2)cc1	4	-1.7	-5	-5	0	-3	1	1	0	5
COc1cccc(C(=O)CC(=O)C(=O)Nc2ccc(C)cc2Cl)c1	-1	-3.4	2	-17	3	-4	1	9	-1	4
Cc1cc(C)n(CCC(=O)Nc2ccc3c(c2)OCCO3)n1	-6	1.0	0	-5	-1	-5	-4	-4	9	-2
COc1ccc(C2CC(=O)c3sc(N)nc3C2)cc1 (configuration not stated)	4	-0.5	9	-2	-2	1	2	4	3	-1
COC(=O)c1ccc2nc(-c3ccco3)c(Cc3ccccc3OC)n2c1	-2	1.3	-3	4	9	-10	0	22	44*	.
CCOC(=O)C1=NN(C(=O)COc2ccccc2)C(O)(c2ccc(Br)cc2)C1 (configuration not stated)	-2	-1.1	4	1	-2	2	2	-2	-3	-3
COCCCNc1nnc(Cc2ccccc2)c2ccccc12	5	-1.6	-1	1	-1	-3	-3	-6	-5	-5
COc1ccccc1NC(=O)c1ccc(Cl)c(S(=O)(=O)NCc2ccco2)c1	-3	0.7	-2	-5	2	-15	3	8	8	-6
O=C(O)COc1ccc(C(=O)c2ccccc2)cc1	8	1.3	-4	12	5	-2	1	2	-2	5
Cc1cccc(C)c1NC(=O)COC(=O)C1C2CC3OC(=O)C1C3C2 (configuration not stated)	1	-3.1	4	-7	-2	5	-2	1	0	10

Among those listed so far, these have a Cl atom.
SMILES	TCR CD3 inh	PG9 Ab binder	NR1D1 modulator	TDP2 absorb	LEDGF integ inh	mABHD4 FP	SIAE inh	rCAG binder	PRMT1 inh	HTRA1 inh
COC(=O)c1cc2c(N)c(C(=O)c3ccc(Cl)cc3)sc2nc1C(OC)OC	-4	0.8	-1	15	-4	2	-11	-2	0	-7
O=C(NNC(=S)NCc1ccc(Cl)cc1)c1ccc2c(c1)OCO2	6	0.0	3	1	-5	0	2	9	2	2
O=C(Nc1ccc(Cl)c(S(=O)(=O)N2CCCCC2)c1)c1cccnc1	-1	-1.5	-3	8	-5	-6	-5	2	4	-17
O=C(NCC1CCCO1)c1ccc(Oc2ccc([N+](=O)[O-])cc2Cl)cc1 (configuration not stated)	-1	-0.3	-2	9	-1	4	1	-4	3	-4
CC1CN(C(=O)COC(=O)c2cc(S(N)(=O)=O)c(Cl)cc2Cl)CC(C)O1 (configuration not stated)	-1	0.6	7	2	-4	-5	1	-2	2	2
COc1cccc(C(=O)CC(=O)C(=O)Nc2ccc(C)cc2Cl)c1	-1	-3.4	2	-17	3	-4	1	9	-1	4
COc1ccccc1NC(=O)c1ccc(Cl)c(S(=O)(=O)NCc2ccco2)c1	-3	0.7	-2	-5	2	-15	3	8	8	-6

Laid out differently: 2 of the compounds above
compound: COC(=O)c1ccc2nc(-c3ccco3)c(Cc3ccccc3OC)n2c1
- TCR CD3 inh = -2
- PG9 Ab binder = 1.3
- NR1D1 modulator = -3
- TDP2 absorb = 4
- LEDGF integ inh = 9
- mABHD4 FP = -10
- SIAE inh = 0
- rCAG binder = 22
- PRMT1 inh = 44*
- HTRA1 inh = .
compound: CCOC(=O)C1=NN(C(=O)COc2ccccc2)C(O)(c2ccc(Br)cc2)C1 (configuration not stated)
- TCR CD3 inh = -2
- PG9 Ab binder = -1.1
- NR1D1 modulator = 4
- TDP2 absorb = 1
- LEDGF integ inh = -2
- mABHD4 FP = 2
- SIAE inh = 2
- rCAG binder = -2
- PRMT1 inh = -3
- HTRA1 inh = -3

Assay outcomes as filed in PubChem.

These rows are one share of the data. The share of hits here may be higher or lower than overall.
